# iPSC survival up: hiPSC single-cell survival enhancement. ATPlite luminescence; 100% = ROCK inhibitor wells, 0% = DMSO. survival enhancement, % at 20 µM. actives 0.044% (n = 360,000). AID 602274; in the data active = survival enhancement above about 18%;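 note: cells exposed to compounds for 16 hours before the ATP read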
# HIF-2a inh: inhibitors of HIF-2a. inhibition, % at 18.8 µM. 786-0 RCC cells HIF-2a reporter, luciferase luminescence, overnight. AID 624352. actives 0.72% (n = 360,000);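 active = inhibition of the luminescence signal of 40% or more relative to plate controls, in a single-dose primary screen at 18.75 µM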
# C8 TRAIL sens: caspase-8 TRAIL sensitization. inhibition (viability loss, TRAIL sensitization), % at 10 µM. actives 1% (n = 360,000). AID 624354. NB7+C8 cells + TRAIL, ATPlite viability luminescence;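 active = compounds causing at least 50% loss of cell viability in the single-dose screen, relative to plate controls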
# KKLEB tox: counter-screen for CF NF-kB inhibitors: cytotoxicity. KKLEB CF airway cells viability, ATPlite luminescence, overnight; stronger effect = lower value; cells stimulated with P. aeruginosa culture filtrate. activity change (cytotoxicity), % at 5 µM. actives 0.36% (n = 360,000);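 active = corrected activity change at or below -50% at 5 µM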
# LMP1 NFkB inh: reduces LMP1-driven NF-kappaB luciferase signal; LMP1-induced NF-kappaB luciferase reporter cells, luminescence; inhibition, % at 12.5 µM; actives 0.69% (n = 350,000); in the data active = inhibition above about 41%; inconclusive = no clear call, values can overlap the other calls;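 note: 0% = neutral control wells and 100% = reference inhibitor control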
# NR2E3 ag-1: activates human photoreceptor nuclear receptor NR2E3; Q9Y5X4; GST-NR2E3/biotin-RetCOR TR-FRET, 1536-well; inhibition of corepressor binding, % at 4.78 µM; actives 0.12% (n = 320,000); AID 2300;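 active = percent inhibition above the cutoff of mean plus 3 SD of all tested compounds, set per screening campaign, cut at about 20% in these data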;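 note: 0% = DMSO wells and 100% = biotin wells as full block of FRET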
# Target sequence (Q9Y5X4 whole entry, looked up): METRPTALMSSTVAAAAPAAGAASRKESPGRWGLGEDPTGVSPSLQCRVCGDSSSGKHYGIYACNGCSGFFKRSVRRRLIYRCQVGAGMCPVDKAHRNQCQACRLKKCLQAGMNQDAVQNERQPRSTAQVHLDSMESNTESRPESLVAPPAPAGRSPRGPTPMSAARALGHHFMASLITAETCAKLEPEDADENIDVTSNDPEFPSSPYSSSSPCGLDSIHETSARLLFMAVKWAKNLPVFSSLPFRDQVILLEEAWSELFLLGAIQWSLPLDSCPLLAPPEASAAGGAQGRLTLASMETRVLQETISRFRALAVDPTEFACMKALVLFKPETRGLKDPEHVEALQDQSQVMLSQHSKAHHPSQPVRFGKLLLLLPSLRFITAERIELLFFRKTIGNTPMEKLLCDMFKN
#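 Material: NR2E3–RetCOR corepressor complex | Quantity: 1.35 nM GST-tagged NR2E3 final | Schedule: 5 h at 4 °C | Replication: Singlicate compound wells | Reagent: RetCOR corepressor, biotinylated, 7 nM | Controls: Biotin wells as high control, 0.6% DMSO wells as low control | Signal: TR-FRET, Eu(K)-anti-GST donor, streptavidin-D2 acceptor, ex 340, em 617/671 nm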
# MITF TRPM1 inh: inhibitors of MITF-driven TRPM1 promoter in melanoma cells | inhibition, % at 12.5 µM | actives 0.83% (n = 330,000) | SK-MEL-5 TRPM1 promoter luciferase, 24 h;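 active = mean inhibition across replicates of 60% or more, whatever share of single replicates reaches that level; inconclusive = some that reach 60%, reason not given; inactive = mean inhibition across replicates below 60%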; note: values of inactives mirror those of a sister screen read the other way
# Peg3 promoter: Peg3 promoter activity inhibition; HeLa PEG-Prom luciferase reporter, luminescence, overnight; inhibition, % at 20 µM; actives 1.7% (n = 360,000); AID 588405;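 active = inhibition of at least 50% at 20 µM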
# Shn3 inh set2: reduces Shn3 3'UTR luciferase signal in osteoblasts; actives 0.52% (n = 360,000); inhibition, % at 12.5 µM; AID 588674; Clone20 osteoblast Shn3 3'UTR firefly luciferase, 24 h;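 active = mean inhibition of at least 75% with every replicate also reaching 75%; inconclusive = mean inhibition at least 75% but some replicate below; inactive = mean inhibition below 75%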;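 note: 0% = median of neutral control wells and 100% = pilot-screen positive control compound; some compounds past the cut are filed as inactive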
# CF NFkB block: blocks PAF-induced NF-kB reporter in cystic fibrosis cells | KKLEB NF-kB-GFP reporter, GFP fluorescence overnight | inhibition, % at 5 µM | actives 0.86% (n = 360,000);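 active = at least 50% inhibition at 5 µM, scaled per plate between neutral and stimulator controls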;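 note: PAF is a Pseudomonas aeruginosa culture filtrate used as stimulus; plate controls were PAF-stimulated DMSO wells for no effect and unstimulated DMSO wells for full effect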
# NR2E3 ag-2: agonists of human NR2E3 nuclear receptor; Q9Y5X4; CHO-S Gal4-NCOR/VP16-NR2E3 two-hybrid, luciferase; inhibition of corepressor binding, % at 3.98 µM; actives 0.35% (n = 360,000); AID 602229;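 active = inhibition above the mean of all tested compounds plus 3 SD, cut at about 70% in these data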;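 note: 0% = DMSO with NR2E3 transfected cells and 100% = cells lacking NR2E3 construct; higher means lower luciferase signal from less NR2E3 corepressor binding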
# Numbers without * were called inactive; ? = inconclusive; nt = not tested or not shown. This is a subset. The share of hits here may be higher or lower than overall.
item	Molecule	iPSC survival up	HIF-2a inh	C8 TRAIL sens	KKLEB tox	LMP1 NFkB inh	NR2E3 ag-1
1	O=C(CS(=O)(=O)c1cn(CC(=O)N2CCOCC2)c2ccccc12)NCc1ccccc1	0.1	7	-18	4	1	-1
2	CCOC(=O)Cc1csc(SCC(=O)Nc2cc(C)ccc2OC)n1	-0.7	12	-3	4	1	4
3	Cc1ccc(C(=O)CSc2nnc3ccccn23)c(C)c1	-0.5	-88	7	15	-3	4
4	CCOc1ccc(NC(=O)COC(=O)Cn2cnc3ccccc32)cc1	-0.5	10	4	6	-4	nt
5	C/C(=N\N1CCN(C2c3ccccc3-c3ccccc32)CC1)c1ccncc1	9.0	15	11	-1	10	1
6	Cn1cc(/C=C2\SC(=O)N(c3ccccc3)C2=O)c2ccccc21	-0.9	-168	8	9	-28	-2
7	Cc1cc(C)nc(NS(=O)(=O)c2ccc(NC(=O)c3cc(-c4ccccc4)nc4ccccc34)cc2)n1	4.4	26	15	0	6	0
8	C#Cc1cccc(-n2nnc(C(=O)OC)c2-c2ccccc2)c1	0.0	25	2	-3	10	2
9	COc1ccc(C(=O)NCC(=O)N2CCc3ccccc3C2)cc1	1.1	-17	-2	2	6	4
10	Cc1ccccc1N(C(=O)c1snc(C(N)=O)c1N)C(C(=O)NCC1CCCO1)c1ccc(N(C)C)cc1 (centres undefined)	0.4	-3	-3	2	-6	-2
11	CC1(C)CC(NC(=O)COc2ccccc2Cl)CC(C)(C)N1	1.2	-46	-2	-2	5	-1
12	CCOc1ccc(C(=O)Nc2cccc(-c3ccc(N4CCOCC4)nn3)c2)cc1OCC	-0.5	-172	44	-8	-15	-5

item	MITF TRPM1 inh	Peg3 promoter	Shn3 inh set2	CF NFkB block	NR2E3 ag-2
1	2	-2	0	-1	-5
2	1	-5	27	7	-2
3	-11	-108	-25	5	-133
4	9	-9	9	-8	-16
5	-4	17	-11	7	-9
6	-42	-95	-72	-5	-54
7	2	7	-4	-34	9
8	6	17	-5	11	-32
9	2	5	-21	-10	0
10	-2	12	4	-28	8
11	1	-156	-27	-25	3
12	-104	-185	-41	13	-87

# (further entries)
item	Molecule	iPSC survival up	HIF-2a inh	C8 TRAIL sens	KKLEB tox	LMP1 NFkB inh	NR2E3 ag-1
13	COc1cccc(-c2nc(NCc3ccccc3)c3ccccc3n2)c1O	0.9	20	-4	-21	?	0
14	CCOC(=O)c1c(NC(=O)CN2CCN(C(=O)c3ccco3)CC2)sc(C)c1C	-0.3	16	-16	-8	-7	2
15	CCn1c(=O)cc(O)c2ccccc21	4.8	15	-1	-8	4	-4
16	COc1c2c(c(OC)c3c1c(=O)c1ccccc1n3C)OCO2	-0.1	1	11	0	-2	nt
17	CCOc1ccc(S(=O)(=O)N2CCC(C(=O)NCc3ccco3)CC2)cc1	0.6	19	-7	-3	-10	0
18	COc1ccc(OC(=O)N(C)C[C@H]2OCc3cn(nn3)CCCC(=O)N([C@H](C)CO)C[C@@H]2C)cc1	-0.8	11	-11	-1	-10	nt
19	Cc1ccc(S(=O)(=O)N2CC(C(=O)O)=CC[C@H]2c2ccc(Cl)cc2)cc1	3.9	11	-27	10	4	0
20	S=C(NCC1COc2ccccc2O1)Nc1ccccc1 (centres undefined)	-0.3	-39	-12	-5	2	-4
21	CCc1ccc2oc(C(=O)N3CCN(c4ccccc4OC)CC3)cc(=O)c2c1	-0.5	17	33	2	-2	5
22	COc1cc(/C=N/NC(=O)c2ccc(CSc3nc4ccccc4[nH]3)cc2)cc(OC)c1OC	0.1	4	6	14	5	-2
23	O=C(CSc1nnc(-c2ccccc2)c(-c2ccccc2)n1)NCC1CCCO1 (centres undefined)	-2.8	12	-13	17	1	nt
24	CCCCCCc1c(O)nc(SCCN(C)C)[nH]c1=O	-0.1	8	9	-8	2	-3

item	MITF TRPM1 inh	Peg3 promoter	Shn3 inh set2	CF NFkB block	NR2E3 ag-2
13	12	20	5	0	-19
14	5	15	2	-26	-2
15	31	8	-1	-3	-9
16	-3	1	-4	-6	-8
17	1	13	-17	19	5
18	nt	4	-8	-3	-10
19	7	-2	-7	-22	-1
20	-9	-15	3	-3	4
21	10	35	-6	5	-51
22	-9	-37	5	-55	13
23	-3	10	16	-7	-39
24	-5	11	-14	-2	7

# Another view of some results above:
entry | SMILES | iPSC survival up | HIF-2a inh | C8 TRAIL sens | KKLEB tox | LMP1 NFkB inh | NR2E3 ag-1 | MITF TRPM1 inh | Peg3 promoter | Shn3 inh set2 | CF NFkB block | NR2E3 ag-2
21 | CCc1ccc2oc(C(=O)N3CCN(c4ccccc4OC)CC3)cc(=O)c2c1 | -0.5 | 17 | 33 | 2 | -2 | 5 | 10 | 35 | -6 | 5 | -51
22 | COc1cc(/C=N/NC(=O)c2ccc(CSc3nc4ccccc4[nH]3)cc2)cc(OC)c1OC | 0.1 | 4 | 6 | 14 | 5 | -2 | -9 | -37 | 5 | -55 | 13

# The list goes on.
item	Molecule	iPSC survival up	HIF-2a inh	C8 TRAIL sens	KKLEB tox	LMP1 NFkB inh	NR2E3 ag-1
25	CCOc1cccc(C2NC(=S)NC(C)=C2C(=O)Nc2ccccc2)c1 (centres undefined)	-3.8	8	-15	3	-2	1
26	COc1cc(/C=C\C(=O)NCc2ccc3[nH]c(C)cc3c2)cc(OC)c1OC	-1.2	-7	-15	7	-24	3
27	Cc1ccc(S(=O)(=O)NN=C2C3CC4CC(C3)CC2C4)cc1	-0.2	4	-13	7	0	4
28	CCN1CCN(C(=O)c2ccc3c(c2)N(Cc2ccccc2)C(=O)c2ccccc2S3=O)CC1 (centres undefined)	-1.8	-4	-12	-17	2	-3
29	CC(NCC(O)COCc1ccc(Cl)cc1)c1ccccc1 (centres undefined)	-2.0	12	10	-7	4	-3
30	CC(C)N(Cc1ccccc1)C(=O)CN1C(=O)NC2(CCCCCC2)C1=O	-0.5	3	12	-10	-10	1
31	Nc1nnc(-c2ccc(Cl)c([N+](=O)[O-])c2)s1	-0.3	-12	-10	-10	-2	-1
32	CCOc1ccc(C(=S)NC2CCCCC2)cc1	-1.6	-316	19	3	-23	2
33	COC(=O)CC(=O)O[C@H]1C=C[C@@H](NC(=O)OC(C)(C)C)C1	-1.1	5	-8	15	13	nt
34	Cc1cc2nc3ccc(N(C)C)cc3nc2cc1N	-0.6	-117	52*	-4	34	-24
35	CC(Oc1cccc(Cl)c1)C(=O)Nc1cc(=O)n(C)c(=O)n1C (centres undefined)	0.0	17	-15	1	-4	-1
36	C[C@H]1CN([C@@H](C)CO)C(=O)Cc2cc(NC(=O)CCC(F)(F)F)ccc2O[C@H]1CN(C)C(=O)Nc1ccc(F)cc1	1.0	4	-8	4	8	nt

item	MITF TRPM1 inh	Peg3 promoter	Shn3 inh set2	CF NFkB block	NR2E3 ag-2
25	15	16	-2	-7	-6
26	1	-9	3	-23	14
27	-4	3	-23	15	19
28	nt	11	4	17	-11
29	-8	-9	-5	24	18
30	3	6	47	4	-14
31	9	-9	-7	0	-19
32	-38	-182	1	4	-60
33	-1	-12	-8	-10	3
34	31	-107	9	-52	-143
35	6	11	-9	-1	-2
36	6	-2	-1	2	13

# New compounds follow:
item	Molecule	iPSC survival up	HIF-2a inh	C8 TRAIL sens	KKLEB tox	LMP1 NFkB inh	NR2E3 ag-1
37	CCCCCn1c(=O)[nH]c2cc(C(=O)NCCCN(CC)CC)ccc2c1=O	-2.0	24	7	-3	1	-1
38	Cc1[nH]c2ccc(C(=O)N3CCN(Cc4ccccc4)CC3)cc2c1C	-0.1	-43	12	7	9	-1
39	Cc1cc(NC(=O)CCC(=O)N(Cc2ccco2)C2(C(=O)NC3CCCCC3)CCCC(C)C2)no1 (centres undefined)	-0.2	11	10	0	6	1
40	O=C1NCC(O)=C1C=NCCCO	-1.2	3	8	7	-6	5
41	CCOC(=O)C1=CNS(=O)(=O)NC1c1ccc(OC(C)=O)cc1 (centres undefined)	-2.6	-1	-16	9	-3	nt
42	O=C(CSc1nnc2ccccn12)Nc1cccc(S(=O)(=O)N2CCOCC2)c1	2.5	16	3	4	8	-1
43	O=C(NCc1ccco1)c1ccc2nc([C@@H]3O[C@H](CO)[C@H](O)[C@H](O)[C@H]3O)[nH]c2c1	-0.8	-8	2	-3	nt	nt
44	CCOC(=O)CSc1nc2ccsc2c(=O)[nH]1	2.2	14	2	8	-3	4
45	Cc1ccc(N(C)C(=O)CCNC(=O)Cn2cnc3ccccc3c2=O)cc1C	-0.4	9	-16	-1	-1	2
46	COc1cc2c(c(OC)c1OC)-c1c(cc(OC)c(OC)c1OC)C[C@](C)(O)[C@@H](C)C2	-0.6	11	-5	-3	-2	4
47	COc1ccc(/C=N/NC(=O)c2ccn[nH]2)cc1CSc1ccccn1	0.2	-168	18	-6	-6	1
48	O=C(Nc1ccc(F)cc1)c1ccccc1S(=O)(=O)c1ccccc1[N+](=O)[O-]	0.9	11	10	5	-8	-2
49	Nc1ccn(-c2ccc(Cl)cc2)c(=O)c1	2.3	17	6	2	-2	1
50	O=C(COC(=O)CCN1C(=O)c2ccccc2C1=O)Nc1ccc(S(=O)(=O)N2CCCC2)cc1	-2.5	28	-16	-13	-13	-3
51	Cc1ccc(S(=O)(=O)N2CCN(Cc3cc(=O)n4ccccc4n3)CC2)c(C)c1	0.4	-1	4	6	-2	5

item	MITF TRPM1 inh	Peg3 promoter	Shn3 inh set2	CF NFkB block	NR2E3 ag-2
37	11	3	-7	13	-5
38	-3	-19	0	15	24
39	8	6	-33	0	18
40	-2	4	-5	-6	-1
41	7	2	-25	-4	-65
42	4	16	2	-13	-10
43	nt	-6	-39	6	-6
44	-3	4	-17	3	-5
45	-2	14	60	-2	0
46	7	-13	10	-21	-44
47	-30	-246	-87	-3	-42
48	9	-10	25	17	-17
49	-1	8	10	4	18
50	6	10	3	0	-7
51	0	15	-6	-10	-6

# Taken from above (four entries):
item	Molecule	iPSC survival up	HIF-2a inh	C8 TRAIL sens	KKLEB tox	LMP1 NFkB inh	NR2E3 ag-1
17	CCOc1ccc(S(=O)(=O)N2CCC(C(=O)NCc3ccco3)CC2)cc1	0.6	19	-7	-3	-10	0
18	COc1ccc(OC(=O)N(C)C[C@H]2OCc3cn(nn3)CCCC(=O)N([C@H](C)CO)C[C@@H]2C)cc1	-0.8	11	-11	-1	-10	nt
19	Cc1ccc(S(=O)(=O)N2CC(C(=O)O)=CC[C@H]2c2ccc(Cl)cc2)cc1	3.9	11	-27	10	4	0
20	S=C(NCC1COc2ccccc2O1)Nc1ccccc1 (centres undefined)	-0.3	-39	-12	-5	2	-4

item	MITF TRPM1 inh	Peg3 promoter	Shn3 inh set2	CF NFkB block	NR2E3 ag-2
17	1	13	-17	19	5
18	nt	4	-8	-3	-10
19	7	-2	-7	-22	-1
20	-9	-15	3	-3	4
